# Screening data deposited in PubChem by National Center for Advancing Translational Sciences (NCATS).
# PTHR1 agonist: agonists of human PTHR1 parathyroid hormone receptor. Q03431. HEK293 GP2 PTHR1 cells, GloSensor cAMP luminescence, 1 h. Potency, µM (highest dose often 115 µM), for the others: at the highest dose activation, most hits filed as activators. 410,000 tested, 0.075% active. AID 743266; note: potency is the fitted concentration of half-maximal effect; nearly all actives have a fitted effect of over 55% in size; some results filed as inactive show a strong effect at the top dose; inactives centre near -15; many of its hits are not listed in these tables
# Target sequence (Q03431 whole entry, looked up): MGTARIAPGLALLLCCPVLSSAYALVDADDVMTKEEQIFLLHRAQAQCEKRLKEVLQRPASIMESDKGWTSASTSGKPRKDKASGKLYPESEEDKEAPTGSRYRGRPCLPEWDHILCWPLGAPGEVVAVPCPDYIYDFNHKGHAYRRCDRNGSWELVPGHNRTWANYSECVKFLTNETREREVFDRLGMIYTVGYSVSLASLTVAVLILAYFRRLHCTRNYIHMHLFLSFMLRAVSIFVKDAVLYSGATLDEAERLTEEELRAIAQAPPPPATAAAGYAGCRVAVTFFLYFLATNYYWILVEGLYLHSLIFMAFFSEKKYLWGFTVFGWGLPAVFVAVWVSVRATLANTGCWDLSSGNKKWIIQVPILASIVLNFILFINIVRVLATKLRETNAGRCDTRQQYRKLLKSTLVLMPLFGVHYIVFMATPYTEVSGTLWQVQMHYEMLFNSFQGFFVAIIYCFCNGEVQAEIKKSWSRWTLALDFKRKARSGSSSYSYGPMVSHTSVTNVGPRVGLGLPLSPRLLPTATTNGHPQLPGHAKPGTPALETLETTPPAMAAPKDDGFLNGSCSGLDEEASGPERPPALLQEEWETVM
#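 HEK-293-derived GP2 cells expressing PTHR1 and a GloSensor cAMP reporter, 3,000/well, plated overnight, given luciferin plus IBMX (each 0.5 mM as added) for 1 h at 37 °C, then compound for 1 h at 37 °C. Luminescence was read after 15 min at room temperature.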
# TDP43 rescue: inhibitors of TDP-43 toxicity in yeast; TDP-43 expressing yeast growth rescue, BacTiter-Glo, 24 h; Potency, µM (titrated, usually from 46.1 µM), for the others: at the highest dose growth rescue (activation), usual class: activators; 410,000 tested, 1.8% active; note: potency is the fitted concentration of half-maximal effect; % of control where 0% means no effect; nearly all actives have a fitted effect of over 50% in size
#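 Yeast expressing TDP-43 (pregrown in raffinose, seeded at OD600=0.02 in galactose medium) exposed to compounds 24 hr at 30 deg C. Growth read by BacTiter-Glo luminescence; rescue of toxicity appears as increased signal.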
# Abeta yeast res: compounds reversing amyloid beta toxicity in yeast; yeast expressing A-beta42, growth rescue, OD600, 48 h; response scale: 0% DMSO, 100% iron-clioquinol control; Potency, µM (titrated, usually from 46.1 µM), for the others: at the top dose growth rescue, usual class: activators; 410,000 tested, 0.063% active; note: potency is the fitted concentration of half-maximal effect; nearly all actives have a fitted effect of over 55% in size
#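 Yeast A-beta toxicity model in growth medium with pinned compounds, 48 h at 30 C; growth read as absorbance at 600 nm. Normalized to FeCl3/clioquinol equimolar mix (positive) and DMSO (negative).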
# Mm-Cpn inhibitor: blocks the Methanococcus maripaludis chaperonin Mm-Cpn; Potency, µM (top dose mostly 76.9 µM), for inactives: at the highest dose activity, negative = inhibition, actives largely listed as inhibitors; 330,000 tested, 0.031% active; purified Mm-Cpn ATPase, ADP Transcreener TR-FRET; AID 504842; note: potency is the fitted concentration of half-maximal effect; % is set by controls: 0 for no effect and ±100 for the full control effect; nearly all actives have a fitted effect of over 80% in size
#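 Reaction buffer contained 30 mM Tris pH 7.4, 100 mM KCl, 5 mM MgCl2 and 1 mM DTT. Mm-CPN (25 nM final) hydrolysed 10 uM ATP over 30 min at 37°C; ADP was read by HTRF.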
# FUS suppressor: FUS proteinopathy suppression in yeast | S. cerevisiae FUS-expressing, growth rescue, OD600, 24 h | Potency, µM (series often up to 76.6 µM), for the others: at the highest dose growth rescue (activation), most hits filed as activators | 390,000 tested, 0.24% active | AID 1347120;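 note: potency is the fitted concentration of half-maximal effect; plate controls were DMSO vehicle for no effect and reference control for full effect; nearly all actives have a fitted effect of over 55% in size; some results filed as inactive show a strong effect at the top dose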
#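 Yeast FUS proteinopathy model; galactose-induced FUS (2%), starting OD 0.005. Cpds in dilution series, 24hr, 30C, 99% humidity. Abs 600 nm growth. Pos ctrl CP55940 (top 92uM final); neg ctrl DMSO.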
# aSyn yeast inh: rescues yeast growth from alpha-synuclein toxicity | Yeast expressing alpha-synuclein, growth rescue, BacTiter-Glo, 24 h | Potency, µM (doses to about 46.1 µM), without a hit: at the top dose growth rescue (activation), actives largely listed as activators | 370,000 tested, 0.14% active | AID 652106; note: potency is the fitted concentration of half-maximal effect; % of control where 0% means no effect; nearly all actives have a fitted effect of over 65% in size
#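 Readout is rescue of growth in alpha-synuclein-expressing yeast, so inhibitors of toxicity appear as activators. Growth after 24 hr at 30 deg C in galactose medium is quantified by luminescence.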
# GLP1R inv ag: GLP-1 receptor (human) inverse agonism; P43220; HEK293 GLP-1R CRE-luciferase, luminescence, 24 h; GLP-1R form is constitutively active; Potency, µM (titrated, usually from 38.3 µM), for inactives: at the top dose activity change, negative = inhibition, actives largely listed as inhibitors; 410,000 tested, 1.6% active; AID 624417; note: potency is the fitted concentration of half-maximal effect; % is set by controls: 0 for no effect and ±100 for the full control effect; nearly all actives have a fitted effect of over 55% in size
# Target sequence (P43220 whole entry, looked up): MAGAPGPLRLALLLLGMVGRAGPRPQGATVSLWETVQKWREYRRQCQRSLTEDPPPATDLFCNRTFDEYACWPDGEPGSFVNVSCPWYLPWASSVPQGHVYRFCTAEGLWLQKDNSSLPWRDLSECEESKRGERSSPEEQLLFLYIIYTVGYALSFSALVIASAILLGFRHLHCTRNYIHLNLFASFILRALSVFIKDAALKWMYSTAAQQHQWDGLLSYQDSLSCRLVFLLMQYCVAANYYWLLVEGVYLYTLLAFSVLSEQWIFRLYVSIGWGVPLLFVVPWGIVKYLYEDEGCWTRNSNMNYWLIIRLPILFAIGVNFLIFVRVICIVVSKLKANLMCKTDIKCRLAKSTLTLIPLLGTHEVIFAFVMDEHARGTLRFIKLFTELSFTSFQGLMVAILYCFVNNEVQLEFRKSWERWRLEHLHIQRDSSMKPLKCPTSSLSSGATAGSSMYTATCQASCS
#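 Assay principle: reduced luminescence from a cAMP-responsive reporter in HEK293 cells co-expressing a constitutively active GLP-1R. Conditions: 24 hr compound incubation, 37 deg C, 5% CO2.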
# HEK293 tox: cytotoxicity counter-screen for GLP-1 receptor inverse agonists; HEK293 cAMP-luciferase reporter cells, luminescence, 24 h; Potency, µM (titrated, usually from 38.3 µM), for inactives: top-dose activity change, negative = inhibition, actives largely listed as inhibitors; 410,000 tested, 0.13% active;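 note: loss of luciferase light is scored as toxicity; potency is the fitted concentration of half-maximal effect; % is set by controls: 0 for no effect and ±100 for the full control effect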
#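 Luminescence readout: signal drop marks cytotoxicity. Plated cells grew 12 h at 37 °C, 5% CO2, received 23 nL compound for 24 h, then got luciferase reagent, read after 12 min at RT.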
# pAkt inh: inhibitors of Akt phosphorylation | activity change, % for hits at 50 µM | AID 651550 | 360,000 tested, 0.32% active | Neuro2A IGF-stimulated pAkt S473 HTRF, 20 min; stronger effect = lower value; in the data active = activity change below about -80%; inconclusive = mostly about -51% to -80%; note: % is set by controls: 0 for no effect and ±100 for the full control effect
#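 Neuro2A cells (4,500/well, DMEM with 0.5% FBS) were treated with compound at a single 50 µM final concentration, stimulated with 6 nM IGF for 20 min at 37 °C, and lysed. Phospho-Akt Ser473 was read by HTRF as 665/615 ratio ×10^4.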
# * marks the source's active call; other numbers are inactive results; i = inactive; ? = inconclusive; / = no result given; [ ] = another dose, or the depositor's remark. Unless noted, calls come from the whole dose curve; as a rule, active = well fitted curve in the direction sought with a large enough effect; inconclusive = small, poorly fitted or top-dose-only effect, or another doubt; inactive = no such curve, though single readings can be large; an effect the other way counts as inactive or inconclusive. Only part of the results is shown; count on the stated rates, not on these rows.
# Below each compound: PTHR1 agonist, TDP43 rescue, Abeta yeast res, Mm-Cpn inhibitor, FUS suppressor, aSyn yeast inh, GLP1R inv ag, HEK293 tox, pAkt inh
COC(=O)c1ccc(NC(=O)CC(=O)Nc2ccc(C(=O)OC)cc2)cc1
 : -27.8%, -5.6%, -3.9%, -3.2%, -8.8%, -7.9%, -3.8%, -11.7%, i
Cc1cc(SCC(=O)Nc2ccc(F)cc2F)nc(=O)[nH]1
 : -93.7%[inhibitor], -11.7%, -12.3%, /, 2.5%, /, 3.5%, -8.5%, /
CC(=O)Nc1cccc(C(=O)Nc2ccccc2N2CCOCC2)c1
 : -5.2%[57.5 µM], -13.9%, 6.7%, 0.7%, 11.6%, 0.7%, 0.0%, ?, i
O=C(O)CN1C(=O)c2ccc(Oc3ccc([N+](=O)[O-])cc3)cc2C1=O
 : i, 13.3%, -1.2%, 1.3%, -0.8%, -0.1%, 0.0%, -0.9%, i
Cc1ccc(C)c(OCC(=O)Nc2c(C)n(C)n(-c3ccccc3)c2=O)c1
 : -16.3%, -3.6%, -22.4%, -2.9%, -14.2%, -1.0%, -13.5%, -6.4%, i
Cc1ccc2nc(-c3cccc(Br)c3)cc(C(=O)Nn3cnnc3)c2c1
 : i, 0.0%, 7.2%, -5.2%, 0.1%, 2.6%, ?, -1.1%, i
CC1CN(C(=O)COC(=O)c2cc([N+](=O)[O-])ccc2Cl)CC(C)O1 (configuration not stated)
 : i, -6.8%[1.82 µM], 6.3%, 2.1%, 4.1%, -1.0%, 1.5%, 2.3%, i
COc1ccc(COC(=O)N/C=C/c2ccco2)cc1
 : i, -6.4%, 13.7%, 0.4%, 9.7%, -0.5%, 12.5%, 4.1%, i
CCCc1cc(C(=O)Nc2cc(OC)c(Cl)cc2OC)no1
 : i, 22.4%, -19.9%, -0.3%, -14.8%, 1.8%, -2.9%, -15.3%, i
COc1ccc(-c2csc(NC(=O)CSCC(=O)Nc3cc(C)on3)n2)cc1OC
 : -13.0%, -16.9%, 2.0%, -2.0%, 45.7%, 8.3%, 37.5%, -11.2%, i
CC1(C(=O)N2CC3(CC(c4cccc(NC(=O)COc5ccc(Cl)cc5)c4)=NO3)C[C@@H]2C(N)=O)CC1 (some centres not stated)
 : i, 0.7%, 0.0%, 1.6%, 22.2%, -0.8%, -0.3%, -21.3%, i
O=C(O)CSc1c(Cl)c(=O)oc2ccc(Cl)cc12
 : -30.8%[inhibitor], 17.9%, 0.0%, /, 0.2%, 11.3%, 11.7%, 15.3%, i
Cc1ncc(CN=Cc2ccc(Cl)cc2)c(N)n1
 : i, -12.2%, 3.2%, 0.5%, -35.9%, 2.2%, 0.1%, -1.2%, i
Cc1ccc(N2CC(C(=O)N/N=C/c3c(F)cccc3Cl)CC2=O)cc1 (configuration not stated)
 : -17.7%, -0.3%, 23.9%, 1.4%, 31.1%, -12.6%, -19.8%, 10.0%, i
O=C(NCc1cccnc1)C1CC(c2ccc(Cl)c(Cl)c2)=NO1 (configuration not stated)
 : -3.0%, -2.2%, -23.0%, -0.4%, -15.4%, 0.6%, ?, ?, i
O=C(CCN1C(=O)S/C(=C\c2ccccc2)C1=O)N1CCOCC1
 : -14.2%[57.5 µM], 9.5%, -9.6%, /, -7.2%, 6.8%, 4.7%, -21.1%, i
O=C(Nc1ccc(N2CCOCC2)c(Cl)c1)c1ccc(Br)o1
 : -21.5%, 23.7%, -4.3%, 1.7%, 13.4%, 3.8%, -18.7%, -24.6%, i
C=CCSc1nc(C)cc(/C=C\c2ccccc2)c1C#N
 : -18.3%[57.5 µM], 0.0%, 8.8%, 1.1%, 5.1%, 0.8%, 4.3%, -4.9%, i
COc1ccccc1C(=O)Nc1ccc(S(=O)(=O)N2CCc3ccccc32)cc1
 : i, -9.5%, 8.7%, -8.7%, 10.2%, 11.4%, -15.8%, 0.6%, i
O=C(Cn1cc(C(F)(F)F)ccc1=O)NC1CCCC1
 : i, 18.0%, 2.3%, -0.8%, 6.1%, 7.2%, 0.7%, 11.1%, i

# One compound at a time, from the list above.
# COc1ccc(COC(=O)N/C=C/c2ccco2)cc1 is listed as PTHR1 agonist: i; TDP43 rescue: -6.4%; Abeta yeast res: 13.7%; Mm-Cpn inhibitor: 0.4%; FUS suppressor: 9.7%; aSyn yeast inh: -0.5%; GLP1R inv ag: 12.5%; HEK293 tox: 4.1%; pAkt inh: i
# COc1ccccc1C(=O)Nc1ccc(S(=O)(=O)N2CCc3ccccc32)cc1 is listed as PTHR1 agonist: i; TDP43 rescue: -9.5%; Abeta yeast res: 8.7%; Mm-Cpn inhibitor: -8.7%; FUS suppressor: 10.2%; aSyn yeast inh: 11.4%; GLP1R inv ag: -15.8%; HEK293 tox: 0.6%; pAkt inh: i

# (next part)
# Below each compound: PTHR1 agonist, TDP43 rescue, Abeta yeast res, Mm-Cpn inhibitor, FUS suppressor, aSyn yeast inh, GLP1R inv ag, HEK293 tox, pAkt inh
CC(=O)c1cc(CN2CCN(C3CCCCC3)C(CCO)C2)cs1 (configuration not stated)
 : i, -6.6%, -2.5%, 1.8%, -4.5%, -9.7%, -2.4%, 5.7%, i
COc1ccccc1C1CC(c2ccc(Br)cc2)=NN1C(=O)c1cccnc1 (configuration not stated)
 : i, ?, -22.9%, ?, 28.0%, 6.8%, ?, -34.7%, i
CC(=O)Nc1cccc(NC(=O)CSc2nnc(NC(=O)C3CC3)s2)c1
 : -2.3%, 12.4%, 14.9%, -0.7%, 10.5%, -1.2%, 6.7%, 0.0%, i
Cc1cccc(C)c1-n1ncc(C(=O)NCc2ccc3c(c2)OCO3)c1C1CCN(C(=O)OC(C)(C)C)CC1
 : -60.1%[inhibitor], -13.6%, -0.4%, /, 22.9%, /, 5.7%, -2.4%, /
Cc1cc(N(C)C)c(C#N)c(N2CCCCC2)n1
 : i, -3.4%, 6.8%, 0.2%, -2.9%, -9.4%, 0.4%, -6.6%, i
Cc1ccc(C)c(NC(=O)CSc2ncc3c(n2)-c2cc(Cl)ccc2N(Cc2ccccc2F)S3(=O)=O)c1
 : i, 0.0%, 2.8%, /, -11.9%, /, 1.7%, 4.0%, /
O=C(COC(=O)c1ccc([N+](=O)[O-])o1)NC1CCCC1
 : i, ?, -44.1%[inhibitor], -13.3%, -4.7%, 0.5%, 12.6%, 11.7%, i
CC(C)c1ccc2c(c1)NC(c1ccc(F)cc1)=NC(c1cccs1)=N2
 : -10.2%, 0.7%[9.22 µM], -32.3%[inhibitor], /, ?, /, ?, 35.9%, /
COc1ccc(CCNC(=O)c2ccc(-c3ccc([N+](=O)[O-])cc3Cl)o2)cc1OC
 : -54.4%[inhibitor], ?, -4.8%, -1.3%, 27.0%, -1.0%, ?, ?, i
O=C(CN1C(=O)NC2(CCCC2)C1=O)Nc1ccc(F)c([N+](=O)[O-])c1
 : i, -19.6%, -13.3%, -2.2%, 49.7%, -3.5%, 2.7%, 5.9%, i
COc1ccccc1OCC(=O)NN=C(Cc1ccccc1)Cc1ccccc1
 : -29.6%, 0.0%, 8.9%, -13.0%, /, -6.2%, ?, -6.8%, i
CCOc1ccc(S(=O)(=O)N(C)c2ccc(OCC(=O)NC3=NCCS3)cc2)cc1
 : i, /, 13.7%, -4.5%, 14.3%, 1.8%, -3.2%, -10.0%, i
CC1Cc2ccccc2N1C(=O)CO/N=C/c1ccc(OC(F)F)cc1 (configuration not stated)
 : i, 12.6%, 5.1%, 0.6%, /, 8.2%, ?, 3.5%, i
Cc1cc(-c2nc3ncccc3o2)ccc1NC(=S)NC(=O)C(C)C
 : i, -4.3%, -8.4%, -0.2%, 11.1%, -22.3%, 29.8%, 2.0%, i
CC(=O)N1CCOc2ccc(S(=O)(=O)NCCc3ccccc3)cc21
 : 7.2%, -3.2%, 12.6%, -0.7%, 5.9%, -1.5%, 8.7%, 4.0%, i
COc1cccc(OC)c1NC(=O)C1CCCN1C(=O)Nc1ccccc1F (configuration not stated)
 : i, -9.1%, -0.9%, -1.8%, 14.8%, 1.6%, -9.1%, 1.7%, i
Cc1cc(=O)[nH]c(SCC(=O)Nc2ccc(F)cc2)c1C#N
 : -81.1%[inhibitor], -25.7%, -14.6%, 3.0%, 9.4%, -1.2%, -11.5%, 0.2%, i
Cc1ccc(OCC(=O)O/N=C(\N)c2ccccn2)cc1
 : -17.5%, -8.9%, -8.3%, -1.2%, -19.5%, -0.6%, -4.3%, -6.0%, i
CC(OC(=O)Cn1[nH]c(=O)c2ccccc2c1=O)C(=O)Nc1cccc(Cl)c1 (configuration not stated)
 : -9.5%, -12.3%, -11.0%, -1.4%, -3.4%, 0.2%, 10.0%, 9.8%, i
N#Cc1ccccc1NC(=O)COC(=O)COc1ccccc1[N+](=O)[O-]
 : i, -6.8%, -8.4%, 4.2%, -4.2%, -1.2%, 1.0%, -9.8%, i
